MITF act = MITF TRPM1 promoter activation in melanoma cells; SK-MEL-5 TRPM1-promoter luciferase, 24 h; % of positive control, neutral wells = 0; activation, % at 12.5 µM; AID 588334; 300,000 compounds, 0.75% hits;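 active = mean activation of at least 80% with every replicate also reaching 80%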;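 also: 0% = neutral control wells and 100% = parthenolide positive control wells; values of inactives mirror those of a sister screen read the other way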
SR-BI uptake up = activators of SR-BI mediated HDL lipid uptake; 320,000 compounds, 0.096% hits; activation, % at 12.5 µM; CHO ldlA[mSR-BI] cells, DiI-HDL uptake fluorescence, 3 h; 100 = double the neutral-control signal;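 active = mean replicate activation of at least 60% and every replicate at or above 60%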;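 also: 0% = median plate neutral-control signal and 100% = twice that signal; values of inactives mirror those of a sister screen read the other way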
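Assay system: LDL receptor-deficient CHO ldlA cells overexpressing murine SR-BI / Medium: BSA-supplemented, HEPES-buffered Ham's F12, pH 7.4 / Probe or stimulus: DiI-labelled HDL at 10 µg/mL final / Timing: compound with DiI-HDL co-incubation, 3 h at 37 °C / Technique: bottom-read cell fluorescence after medium removal, ex 550/em 595 nm / Measure: HDL uptake via cellular fluorescence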
NSD2 HMT inh = NSD2 (human) methyltransferase inhibition; O96028; NSD2 peptide methylation, AlphaScreen, 120 min; inhibition, % at 12.5 µM; 310,000 compounds, 0.54% hits; AID 743445; in the data active = inhibition above about 50%
dFosB activator = mouse delta FosB homodimer activation; P13346; purified delta FosB, TAMRA-CDK5 oligo fluorescence polarization; percent of positive-control signal above neutral wells; activation, % at 25 µM; 340,000 compounds, 0.99% hits; AID 493131;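 active = mean activation above about 17%, with every replicate also reaching it, limit read from the data, passing the limit was not always enough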;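 also: fluorescence polarization rise as delta FosB binds a TAMRA Cdk5 AP-1 oligo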
Target sequence (P13346 whole entry, looked up): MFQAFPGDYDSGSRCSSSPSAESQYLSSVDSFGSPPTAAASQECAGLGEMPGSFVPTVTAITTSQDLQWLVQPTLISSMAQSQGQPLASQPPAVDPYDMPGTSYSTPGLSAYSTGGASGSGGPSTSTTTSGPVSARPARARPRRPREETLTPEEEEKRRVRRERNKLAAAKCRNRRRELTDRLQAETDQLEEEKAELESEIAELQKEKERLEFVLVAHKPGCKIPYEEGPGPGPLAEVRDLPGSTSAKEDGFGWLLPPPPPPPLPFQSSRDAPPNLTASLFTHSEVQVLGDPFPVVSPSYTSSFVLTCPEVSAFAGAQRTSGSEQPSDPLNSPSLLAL
SUMO Mot1 rescue = blocks SUMOylation pathway, rescuing yeast Mot1-301 growth. S. cerevisiae Mot1-301 growth rescue, ATP luminescence, 38.5C; percent above DMSO median, 100 means doubled. growth rescue, % at 18.8 µM. 320,000 compounds, 1% hits. AID 2716;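 active = every valid replicate shows activation above 250% relative to neutral control wells; inactive = the rest, any valid replicate at or below 250%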;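 also: OY570 slx delta 5 strain wells were the positive control but not used for scaling; some compounds called inactive have numbers as strong as hits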
Pemphigus Ab inh = human desmoglein-3 autoantibody binding inhibition | DSG3-coupled beads, scFv-anti-DSG3-GFP binding, flow cytometry; active compounds read low | binding (percent of control), % at 10 µM | 310,000 compounds, 0.48% hits | AID 588358;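 active = binding more than 3 SD below its plate's average and above zero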;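 also: hits lower antibody fragment binding to DSG3; some compounds called inactive have numbers as strong as hits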
SR-BI DiI inh = mouse SR-BI HDL lipid transfer inhibition | ldlA[mSR-BI] CHO cells, DiI-HDL uptake fluorescence, 3 h | AID 488896 | inhibition, % at 12.5 µM | 320,000 compounds, 0.96% hits;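 active = mean replicate inhibition of at least 70% and a set share of replicates each scoring 70 or more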;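 also: 0% = median of neutral control wells and 100% = median of positive control wells; values of inactives mirror those of a sister screen read the other way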
Target sequence (Q61009 whole entry, looked up): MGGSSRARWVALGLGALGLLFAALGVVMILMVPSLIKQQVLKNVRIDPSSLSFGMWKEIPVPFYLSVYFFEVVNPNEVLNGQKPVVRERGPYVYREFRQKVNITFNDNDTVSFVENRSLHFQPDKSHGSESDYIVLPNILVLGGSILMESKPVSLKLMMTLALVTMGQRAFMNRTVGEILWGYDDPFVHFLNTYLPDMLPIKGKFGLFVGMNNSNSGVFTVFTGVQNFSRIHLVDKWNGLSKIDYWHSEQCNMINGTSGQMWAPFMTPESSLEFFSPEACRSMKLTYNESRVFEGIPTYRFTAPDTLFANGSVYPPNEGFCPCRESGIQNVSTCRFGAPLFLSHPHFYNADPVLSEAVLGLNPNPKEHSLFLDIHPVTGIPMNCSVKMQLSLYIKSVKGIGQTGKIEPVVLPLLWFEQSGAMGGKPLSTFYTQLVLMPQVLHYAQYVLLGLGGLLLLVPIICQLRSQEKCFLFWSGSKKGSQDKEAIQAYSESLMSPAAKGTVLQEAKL
PKA-R2B activ = PKA-R2B complex activation | P22694+P31323 | PKA-R2B holoenzyme dissociation, Cy5-IP20 fluorescence polarization; R2B truncated from residue 108, S112A mutant; 0% DMSO only, 100% 113 µM cGMP | activation, % at 11.4 µM | 340,000 compounds, 0.079% hits | AID 504700;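 active = activation above a cutoff set at the mean over all compounds plus 3 SD, cut at about 18% in these data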;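 also: higher means more holoenzyme dissociation and a rise in polarization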
PKA-R1A activ = PKA-R1A complex activation; P00514+P68181; 340,000 compounds, 0.083% hits; PKA-R1A dissociation, Cy5-IP20 fluorescence polarization; scaled: DMSO 0%, 113 µM cGMP 100%; activation, % at 11.4 µM;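 active = percent activation above the mean of all tested compounds plus 3 SD, cut at about 19% in these data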;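 also: higher means more PKAc released from R1A so a rise in polarization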
CDK5 p35 inh = inhibitors of human CDK5/p35 kinase | Recombinant CDK5/p35, ADP-Glo luminescence, 60 min | inhibition, % at 10 µM | 330,000 compounds, 0.01% hits | AID 488839;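 active = highest replicate inhibition of at least 50% and at least 75% of replicates reaching 50%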;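 also: plate controls were DMSO neutral control for no effect and GW8510 at 10 µM for full effect; many of its hits are not listed in these tables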
Arrestin-AP2 inh = inhibitors of human beta-arrestin and AP2 interaction; inhibition, % at 10 µM; 340,000 compounds, 0.31% hits; FITC-arrestin peptide / GST-AP2 beads, flow cytometry; AP2 beta2 appendage carries R879A mutation;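 active = inhibition above a set limit, near 3 SD of compounds lacking own fluorescence, cut at about 54% in these data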;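 also: plate controls were DMSO wells for no effect and 5 µM unlabelled arrestin peptide for full effect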
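System: GST-tagged AP2 beta2-adaptin appendage (R879A) on 4 µm glutathione beads / Reagent: FITC-arrestin peptide, 50 nM / Detection: HyperCyt-sampled flow cytometry, FL1 channel, ex 488/em 535 nm / Timing: 12 min plus 1 h, RT / Buffer or medium: PBS plus Tween 20 (0.05%) and BSA (0.1%)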
Starred values were filed as active, the others as inactive; nt = not tested or not shown; & = joins results of further samples.

nr | mol | MITF act | SR-BI uptake up | NSD2 HMT inh | dFosB activator | SUMO Mot1 rescue | Pemphigus Ab inh | SR-BI DiI inh | PKA-R2B activ | PKA-R1A activ | CDK5 p35 inh | Arrestin-AP2 inh
1 | O=C(Cn1cncn1)c1ccccc1Br | -19 | 9 | 3 | 0 | 357* | 96 | -9 | -3 | 12 | -0.3 | -15
2 | Cc1ccsc1-c1nc(C(N)=O)c2[nH]c(=O)n(-c3ccc(Cl)cc3)c2n1 | -1 | 0 | nt | -1 | 2 | 92 | 0 | 3 | -2 | -1.1 | 6
3 | CCOC(=O)c1ccc(NC(=O)C2CCN(C(=O)c3ccc(OC)c(OC)c3)CC2)cc1 | -12 | -29 | 2 | -4 | nt | 105 | 29 | 4 | -7 | 2.8 | -2
4 | CC(C)c1ccc(/C=N/n2c(-c3ccccc3)n[nH]c2=S)cc1 | nt | -24 | 0 | -10 | 25 | 104 | 24 | 3 | -6 | 0.7 | 26
5 | NC(=O)CSc1nnc(Cn2c(=O)sc3ccccc32)n1-c1ccccc1 | 2 | 25 | nt | -3 | -17 | 112 | -25 | 0 | 0 | 0.6 | -2
6 | COc1ccc(-c2cc(C#N)nc(N3CCN(C)CC3)n2)cc1 | -3 | -4 | nt | -23 | -6 | 92 | 4 | -6 | 4 | 1.0 | -3
7 | Cc1ccc(C2CC(=O)NC(SCC(=O)Nc3nccs3)=C2C#N)cc1 (configuration not stated) | -12 | 35 | -1 | -4 | 204 | 135 | -35 | 10 | 1 | -0.3 | -5
8 | O=C(O)c1cccc(Nc2c([N+](=O)[O-])c(=O)oc3ccccc23)c1 | -9 | 18 | nt | 1 | -22 | 85 | -18 | 4 | -11 | -1.6 | 35
9 | O=[N+]([O-])c1ccc(/C=N/Nc2ccccn2)cc1 | nt | 5 | nt | -3 | 7 | 94 | -5 | -3 | -5 | 1.6 | -10
10 | Cc1onc(-c2c(Cl)cccc2Cl)c1C(=O)NCCc1ccncc1 | 2 | -6 | 0 | 2 | -2 | nt | 6 | -9 | -15 | -0.5 | -13
11 | CC(C)CCNC(=O)CN(CCN1CCOCC1)C(=O)Cn1nnc(-c2ccc(F)cc2)n1 | 10 | 36 | -4 | -9 | -17 | 103 | -36 | -8 | -6 | 1.0 | 3
12 | COc1ccc(Nc2nc(N)nc(CSCCO)n2)cc1 | 25 | -1 | 2 | 7 | 2 | 98 | 1 | -1 | -5 | 1.6 | 8
13 | CCC(=O)NC(=S)Nc1ccc(S(=O)(=O)N2CCN(C)CC2)cc1 | 3 | -6 | 1 | 2 | 5 | nt | 6 | -14 | 1 | 0.1 | 15
14 | COc1ccccc1N1CCN(C(=O)CSc2nnc(NC(=O)C3CCC3)s2)CC1 | nt | -51 | nt | -6 | 21 | 102 | 51 | 12 | 1 | -1.1 | 20
15 | O=C(Nc1sc2c(c1C(=O)O)CCCCC2)c1ccccc1F | 55 | 7 | 1 | -11 | -9 | 102 | -7 | 0 | -4 | -1.7 | -1
16 | CC12CCC(=O)N1C(C(=O)NNC(=O)c1ccccc1F)CS2 (configuration not stated) | 9 | 9 | -1 | -1 | -12 | nt | -9 | 2 | 4 | -0.3 | -6
17 | Cc1ccc(C(c2sc3nc(C)nn3c2O)N2CCOCC2)cc1 (configuration not stated) | -7 | 20 | nt | -7 | nt | 99 | -20 | -14 | 2 | 0.7 | -5
18 | O=C(CCCN1C(=O)/C(=C/c2cccs2)SC1=S)Nc1ccc(O)cc1 | 3 | 4 | 17 | 9 | 3 | 97 | -4 | -3 | 1 | 1.1 | 2
19 | CC(C)(C)c1ccc(/C=C/C(=O)NCCCn2ccnc2)cc1 | -9 | -8 | 2 | 6 | 221 | 98 | 8 | 1 | 1 | 0.5 | 27
20 | Cc1ccc2[nH]c(=O)c(C(c3nnnn3CC3CCCO3)N3CCc4ccccc4C3)cc2c1 (configuration not stated) | nt | 41 | 4 | 1 | -7 | nt | -41 | -5 | -7 | -4.0 | 2
21 | O=C(COC(=O)c1ccccc1C(=O)c1ccc(Cl)c([N+](=O)[O-])c1)NC1CC1 | -79 | 13 | -1 | -11 | -17 | nt | -13 | -2 | 3 | 0.2 | -5
22 | Cc1c(Cl)c([N+](=O)[O-])nn1CC(=O)Nc1c(C)n(C)n(-c2ccccc2)c1=O | 5 | 3 | nt | 6 | 10 | nt | -3 | 1 | -6 | -0.4 | 2
23 | Cc1cc(OC(=O)CNC(=O)OC(C)(C)C)c2c(C)cc(=O)oc2c1 | nt | 12 | -4 | -8 | 289 | nt | -11 | -11 | 6 | -2.9 | 2
24 | C=CCn1c(C)nnc1SCC(=O)Nc1nccs1 | -10 | 9 | -3 | -3 | -3 | 103 | -9 | -6 | -8 | 2.9 | -16
25 | O=c1[nH]c(-c2ccccc2)nnc1-c1ccccc1 | 32 | nt | -1 | -7 | 6 | 91 | nt | 5 | 10 | -3.3 | -3
26 | O=[N+]([O-])c1cccc(-c2nnc3n2CCCCC3)c1 | -18 | nt | 0 | -2 | -8 | nt | nt | 11 | -12 | 0.4 | -8
27 | CCCc1n(CC(O)COCc2ccccc2)c2ccccc2[n+]1C (configuration not stated) | 3 | 8 | -1 | 4 | -10 | 95 | -8 | -4 | -1 | -4.1 | -3
28 | COc1ccc(NC(=O)c2ccc(S(=O)(=O)N(C)C)cc2)cc1OC | nt | 1 | 0 | -2 | 14 | 107 | -1 | -11 | -9 | -1.6 | 6
29 | CCCNC(=O)COC(=O)c1ccc(Cl)c(S(=O)(=O)N2CCCC2)c1 | 9 | -10 | 2 | -5 | nt | 102 | 10 | -12 | 1 | -1.1 | 28
30 | COc1ccc2c(CC(=O)OCC(=O)Nc3sc4c(c3C#N)CCC(C)C4)coc2c1 (configuration not stated) | 26 | nt | 0 | -3 | nt | 104 | nt | -1 | -12 | -0.5 | 17
31 | Cc1cc(C(=O)OCC(=O)c2ccc3c(c2)OCCO3)c(C)o1 | 42 | -4 | 1 | -9 | -11 | 102 | 4 | 5 | -1 | 1.5 | 0
32 | CCOC(=O)C1(Cc2ccccc2C)CCCN(C(=O)c2ccc(COC)o2)C1 (configuration not stated) | 62 | 5 | 10 | -12 | -4 | 105 | -5 | -14 | -10 | -4.3 | -1
33 | Cc1ccc(S(=O)(=O)NCCC(=O)Nc2nnc(C3CC3)s2)cc1C | -3 | -4 | -1 | -17 | 218 | 87 | 4 | -16 | -19 | 0.5 | 14
34 | CCSc1nnc2ccc(-c3ccc(OC)c(OC)c3)nn12 | 8 | -7 | -8 | -22 | -4 | 102 | 7 | -2 | -8 | -1.1 | -4
35 | CC(OC(=O)/C=C/c1ccco1)C(=O)Nc1cccc([N+](=O)[O-])c1 (configuration not stated) | -11 | 16 | -1 | -6 | -8 | 103 | -16 | -10 | 10 | 0.2 | -2
36 | Cc1ccc(SCC(=O)Nc2ccc3c(c2)C(=O)N(C)C3=O)cc1 | 6 | -4 | 0 | -10 | 0 | 104 | 4 | 0 | 1 | 2.0 | -1
37 | Cc1ccccc1NC(=S)NCCO | 7 | -6 | 13 | -2 | 9 | 89 | 6 | 8 | -2 | 0.2 | 5
38 | NC(=O)CC(NC(=O)Cc1cccc2ccccc12)c1ccc(N2CCc3ccccc3C2)c([N+](=O)[O-])c1 (configuration not stated) | -2 | 14 | nt | -3 | 15 | 107 | -14 | -7 | -13 | -1.7 | -8
39 | COc1ccccc1CN1C(=O)C2CC=CCC2C1=O (configuration not stated) | -9 | 9 | -2 | -9 | 50 | 91 | -9 | -13 | -8 | 1.4 | 6
40 | O=C(Nc1csnn1)c1csnn1 | 4 | 13 | nt | -4 | -9 | 95 | -13 | -8 | 0 | 2.3 | -13
41 | CC(C1CC1)N(Cc1ccccc1)C(=S)Nc1ccccc1 (configuration not stated) | -4 | -7 | 0 | -2 | 34 | 103 | 7 | 4 | 4 | 1.0 | -21
42 | NC(=O)CC(NC(=O)Cc1cccc2ccccc12)c1ccc(NCc2ccc(F)c(F)c2)c([N+](=O)[O-])c1 (configuration not stated) | 1 | 5 | nt | 4 | 1 | 106 | -5 | -16 | -13 | -5.5 | 6
43 | CCSc1nnc(NC(=O)CN2C(=O)N(C)C3(CCCCC3)C2=O)s1 | 4 | 20 | 0 | -5 | nt | 96 | -20 | -4 | -5 | -0.9 | -10
44 | COC(=O)[C@@]12CCCN1[C@H](c1ccc(-c3ccc(F)cc3)cc1)[C@H]1C(=O)N(C)C(=O)[C@H]12 | 9 | -5 | nt | 0 | -18 | 126 | 5 | -5 | 0 | -1.2 | 33
45 | CCC(CO)Oc1cc(NC(=O)c2ccc(N)cc2)c2ncn(C(C)C)c2c1 (configuration not stated) | -7 | -8 | nt | -12 | -11 | 98 | 8 | -3 | 3 | 0.1 | 3
46 | Cc1nn(CC(=O)NCCc2ccccc2)c(C)c1[N+](=O)[O-] | 10 | -5 | 0 | -6 | nt | 99 | 5 | -8 | 9 | 1.0 | -11
47 | Cc1cc(C)c(NC(=O)CNC(=O)c2ccc(-n3cncn3)c([N+](=O)[O-])c2)c(C)c1 | -9 | 4 | -1 | 1 | 112 | 96 | -4 | -9 | -4 | -3.1 | 4
48 | COCCn1c(-c2ccc(OC(F)(F)C(F)C(F)(F)F)cc2)nc2c1c(=O)[nH]c(=O)n2CC(C)C (configuration not stated) | -6 | -36 | -1 | -24 | -23 | 105 | 36 | -5 | -2 | 1.2 | nt
49 | O=C(Nc1ccc(F)cc1)Nc1ccccc1NS(=O)(=O)c1cccs1 | 3 | 6 | 0 | -12 | -4 | 87 | -6 | 6 | 2 | 0.9 | 4
50 | Cc1cc(-c2ccccc2)cc(C)n1 | 15 | -2 | -5 | 3 | nt | 121 | 2 | -7 | -6 | -1.2 | 19
51 | CC1=C(/C=C/C(C)=C/C=C/C(C)=C/C(=O)Nc2ccc(O)cc2)C(C)(C)CCC1 | 6 | -98&-98 | 3 | -12&0 | -15 | 86&104 | 98* | -6&-6 | 4&-5 | -0.6&-2.4 | -5&13
52 | COc1ccccc1NCc1nnc(SCC(=O)N/N=C/c2ccco2)n1-c1ccc(Cl)cc1Cl | -1 | -20 | nt | -11 | 419 | 113 | 20 | 0 | -3 | 0.4 | -5

Screens from PubChem.
